USP2a block: USP2a (human) protease inhibition. USP2 core, Ub-CHOP2 coupled fluorogenic reporter, 485/531. Potency, µM (titrated, usually from 38.3 µM), without a hit: at the top dose activity change, negative = inhibition, actives largely listed as inhibitors. O75604. 0.01% of 330,000 active. AID 463254;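 note: potency is the fitted concentration of half-maximal effect; plate controls were DMSO wells for no effect and full inhibition by NEM control for full effect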
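Deubiquitinase activity read as fluorescence (485/531 nm) after Ub-CHOP2 cleavage activates the enterokinase reporter on its substrate; USP2 core 10nM, Ub-CHOP2 and substrate 25nM each, 30min compound preincubation then 60min RT; data normalized to NEM, curves fitted.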
Menin-MLL TR inh: menin-MLL binding inhibition, Texas Red mutant peptide. O00255. Menin + Texas Red MLL mutant peptide, fluorescence polarization. Potency, µM (series often up to 61.6 µM), without a hit: top-dose FP activity change, negative = inhibition, hits mostly inhibitors. 0.23% of 270,000 active; active = well fitted inhibition curve with a large enough effect in the polarisation, with a control signal flat, not every such curve was filed as active; inconclusive = small, poorly fitted or top-dose-only effect, or effect the other way, or a change in a side signal; inactive = no such curve, though single readings can be large or run the other way; the % refers to the polarisation; note: potency is the fitted concentration of half-maximal effect; % of control where 0% means no effect; many of its hits are not listed in these tables
Target sequence (O00255 whole entry, looked up): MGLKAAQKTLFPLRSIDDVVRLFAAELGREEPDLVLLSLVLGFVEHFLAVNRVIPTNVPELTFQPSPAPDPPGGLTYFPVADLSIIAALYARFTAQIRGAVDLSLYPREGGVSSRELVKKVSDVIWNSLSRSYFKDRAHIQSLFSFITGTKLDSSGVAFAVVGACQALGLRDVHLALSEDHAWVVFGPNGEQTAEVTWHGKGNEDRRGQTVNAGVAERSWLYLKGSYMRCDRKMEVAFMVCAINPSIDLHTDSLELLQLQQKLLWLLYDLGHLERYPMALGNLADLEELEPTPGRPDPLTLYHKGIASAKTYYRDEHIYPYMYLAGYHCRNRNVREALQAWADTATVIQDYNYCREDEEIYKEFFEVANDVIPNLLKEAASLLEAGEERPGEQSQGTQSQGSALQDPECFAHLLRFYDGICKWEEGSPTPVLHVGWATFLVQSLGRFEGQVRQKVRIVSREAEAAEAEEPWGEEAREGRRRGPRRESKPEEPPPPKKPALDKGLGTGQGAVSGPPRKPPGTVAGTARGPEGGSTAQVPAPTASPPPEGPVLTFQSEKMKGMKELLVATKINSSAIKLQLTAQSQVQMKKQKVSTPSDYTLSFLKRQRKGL
PKM2 activator: PKM2 (human) enzyme activation | AID 1631 | purified PKM2, Kinase-Glo ATP luminescence, activation; response scale: 0% is enzyme alone, no compound | Potency, µM (highest dose often 57.5 µM), inactives show top-dose activation, usual class: activators | P14618 | 0.34% of 260,000 active; note: potency is the fitted concentration of half-maximal effect; % is set by controls: 0 for no effect and ±100 for the full control effect; nearly all actives have a fitted effect of over 55% in size
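hPK-M2, >95% pure; 0.1 mM ADP / 0.5 mM PEP final; imidazole pH7.2 buffer w/ 7 mM MgCl2, 50 mM KCl; 1 h RT; Kinase-Glo lum. Intermediate enzyme activity for dual inhibitor/activator qHTS.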
hERG WT inh: inhibitors of human wildtype KCNH2 potassium channel | U2OS, BacMam KCNH2, thallium flux FluxOr; active compounds read low | Q12809 | 0.37% of 340,000 active | activity change, % at 1.84 µM;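 active = maximum activity change below -70%; inconclusive = maximum activity change between -70% and -50%; inactive = maximum activity change above -50%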; note: % is set by controls: 0 for no effect and ±100 for the full control effect
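U2OS cells were transduced with wild-type KCNH2 virus (2.03 x 10^8 / mL) for 4 h at room temperature, then cultured overnight at 37 C. Thallium flux was read with FluxOr dye. Rate constants were normalized to DMSO controls.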
GALK inhibitor: galactokinase (human) inhibition; P51570; Purified GALK, Kinase-Glo residual ATP luminescence; Potency, µM (series often up to 57.5 µM), without a hit: top-dose activity change, negative = inhibition, hits mostly inhibitors; 0.007% of 270,000 active; AID 1868; note: potency is the fitted concentration of half-maximal effect; % is set by controls: 0 for no effect and ±100 for the full control effect
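Kinase-Glo Plus luminescence measured ATP left after a 1 h room-temperature reaction. The reaction used 5 nM GALK, 100 uM galactose and 35 uM ATP at pH 8.0 (20 mM HEPES, 5 mM MgCl2, 60 mM NaCl, 1 mM DTT, 0.01% BSA).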
Eya2 inh: inhibitors of human Eya2 phosphatase activity | O00167 | recombinant Eya2, OMFP fluorescence dephosphorylation (OMFP is methylfluorescein phosphate) | Potency, µM (series often up to 76.9 µM), for inactives: top-dose activity, negative = inhibition, hits mostly inhibitors | 0.006% of 330,000 active | AID 488837; note: potency is the fitted concentration of half-maximal effect; % is set by controls: 0 for no effect and ±100 for the full control effect
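Eya2 protein (added as 0.2 uM solution) was preincubated with compound for 10 min at ambient temperature in 50 mM HEPES pH 7.5, 50 mM NaCl, 5 uM MgCl2, 0.05% BSA, 1 mM DTT. OMFP (added at 50 uM) then reacted 10 min; fluorescence read at 485/525 nm.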
BCR signal inh: blocks chronic active B-cell receptor signaling; ABC-DLBCL IkBa-CBG/CBR reporter, luminescence ratio, 4 h; AID 493014; Potency, µM (titrated, usually from 46.1 µM), for inactives: at the top dose ratio change, negative = lower green/red ratio, hits mostly inhibitors; 0.05% of 340,000 active; active = well fitted inhibition curve with a large enough effect in the signal ratio, with a control signal flat, not every such curve was filed as active; inconclusive = small, poorly fitted or top-dose-only effect, or effect the other way, or a change in a side signal; the % refers to the signal ratio;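 note: potency is the fitted concentration of half-maximal effect; plate controls were basal doxycycline-induced cells for no effect and cells given 10 µM MG132 for full effect; MG132 reads +100%, hits lower the ratio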
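Cell line TMD8 (human ABC DLBCL), stably expressing tet-inducible CBG68-IkBa fusion and CBR; IMDM/0.5% FBS; cpd up to 46 uM; dox induction, 4 h, 37C/5% CO2; dual luminescence; green/red ratio; MG132 control.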
Mito fusion yeast: blocks mitochondrial division or promotes mitochondrial fusion | S. cerevisiae fusion-defective mutant growth rescue, CellTiterGlo 48 h | Potency, µM (series often up to 46.1 µM), without a hit: at the top dose growth rescue (activation), actives largely listed as activators | 0.23% of 320,000 active | AID 485298;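 note: potency is the fitted concentration of half-maximal effect; % of control where 0% means no effect; nearly all actives have a fitted effect of over 45% in size; temperature-sensitive fusion mutants such as fzo1-1 at 37 °C on non-fermentable ethanol glycerol medium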
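Temperature-sensitive fusion-defective S. cerevisiae (e.g. fzo1-1, mgm1-5) were grown with compound in YPEG medium (3% ethanol, 3% glycerol) for 48 hours at 37C. Growth rescue was measured as viability by CellTiterGlo luminescence after 10 minutes at ambient.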
S-ASM inh: blocks human secretory acid sphingomyelinase | P17405 | placental ASM, HMU-PC fluorogenic substrate, 60 min | Potency, µM (doses to about 57.5 µM), for inactives: at the highest dose activity change, negative = inhibition, usual class: inhibitors | 0.006% of 340,000 active; note: potency is the fitted concentration of half-maximal effect
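Fluorescence read-out (Ex 386 nm, Em 447 nm) after stopping the reaction at pH 10. Enzyme: ASM from human placenta; substrate HMU-PC0, 9 uM final; 60 min, 37 °C. Compound preincubation 10 min, ambient temperature.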
MBNL1-CUG inh: MBNL1-poly(CUG) RNA binding inhibition; Q9NR56; TR-FRET MBNL1-His/biotin-(CUG)12 binding, 665/545 ratio; Potency, µM (series often up to 57.5 µM), inactives show top-dose activity change, negative = inhibition, usual class: inhibitors; 0.036% of 280,000 active; active = well fitted inhibition curve with a large enough effect in the signal ratio, with a control signal flat, not every such curve was filed as active; inconclusive = small, poorly fitted or top-dose-only effect, or effect the other way, or a change in a side signal; inactive = no such curve, though single readings can be large or run the other way; the % refers to the signal ratio; note: potency is the fitted concentration of half-maximal effect; % is set by controls: 0 for no effect and ±100 for the full control effect
Target sequence (Q9NR56 whole entry, looked up): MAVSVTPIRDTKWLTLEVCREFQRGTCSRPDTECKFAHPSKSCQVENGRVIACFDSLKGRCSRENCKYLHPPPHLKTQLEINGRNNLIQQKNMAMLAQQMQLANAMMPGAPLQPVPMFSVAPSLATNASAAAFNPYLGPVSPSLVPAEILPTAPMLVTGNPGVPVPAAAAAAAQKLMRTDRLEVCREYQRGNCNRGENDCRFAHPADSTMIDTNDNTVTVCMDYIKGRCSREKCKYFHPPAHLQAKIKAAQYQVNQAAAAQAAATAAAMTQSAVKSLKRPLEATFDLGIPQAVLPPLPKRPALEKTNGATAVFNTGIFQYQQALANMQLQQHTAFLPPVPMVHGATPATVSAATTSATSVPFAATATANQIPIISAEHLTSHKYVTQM
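Inhibition of protein-RNA binding appears as loss of TR-FRET between terbium anti-His antibody on MBNL1-His and streptavidin-XL665 on biotin-(CUG)12. Activity is normalized to buffer-only and uninhibited-complex controls.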
TSHR antag: human thyrotropin receptor antagonism; P16473; TSHR-expressing cells, TSH-stimulated cAMP HTRF, 2 h; active compounds read low; activity change, negative = inhibition, % at 11.5 µM; 0.2% of 330,000 active; AID 504810;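 active = activity change below a set negative limit, meaning inhibition stronger than a set level, cut at about -70% in these data; inconclusive = activity change between two set negative limits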; note: % is set by controls: 0 for no effect and ±100 for the full control effect
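TSHR-expressing cells, 200/well, pre-treated with compound, then stimulated with EC80 TSH (4nM final) for 2 hours at 37 deg C. cAMP measured by competitive HTRF: anti-cAMP cryptate antibody in lysis buffer plus cAMP-d2, read after 30 minutes at room temperature.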
* hit, by the source's call; ? = inconclusive; nt = no result given; [ ] = another dose, or the depositor's remark. Unless noted, calls come from the whole dose curve; as a rule, active = well fitted curve in the direction sought with a large enough effect; inconclusive = small, poorly fitted or top-dose-only effect, or another doubt; inactive = no such curve, though single readings can be large; an effect the other way counts as inactive or inconclusive.

SMILES | USP2a block | Menin-MLL TR inh | PKM2 activator | hERG WT inh | GALK inhibitor | Eya2 inh | BCR signal inh | Mito fusion yeast | S-ASM inh | MBNL1-CUG inh | TSHR antag
c1ccc(SCCOCCN2CCOCC2)cc1 | 1% | -10% | -1%[11.5 µM] | -8 | 8% | 2% | 4% | 0% | -2% | -5% | 16
COC(=O)C1Cc2c([nH]c3ccccc23)C2(CCN(Cc3ccccc3)CC2)N1 (configuration not stated) | 4% | ? | nt | -40 | -2% | ? | -16% | -5% | -3% | -6% | 8
Cc1ccc2nc(C3CCCN3Cc3nc(CCC(C)C)no3)[nH]c2c1 (configuration not stated) | -1% | ? | -8% | 1 | 2% | -9% | -3% | 0% | 6% | 1% | 15
O=C(C1COc2ccccc2O1)N1CCCCC1 (configuration not stated) | 1% | nt | nt | 1 | nt | 1% | 6% | -2% | 6% | nt | 3
C[C@H]1CCC(=O)N(CCSc2ccc(Br)cc2)CC1 | -3% | nt | nt | 6 | nt | -11% | ? | 16% | 0% | nt | -12
O=C(CN1CCc2ccccc21)NN1CC(=O)N(c2ccccc2)CC1=O | 2% | nt | -5% | -1 | 0% | -9% | 4% | 1% | 5% | -8% | -2
CCCCN1CCc2c([nH]c3ccc(C)cc23)C1=O | -2% | -8% | -2% | 1 | 4% | 5% | 12% | 8% | -3% | -6% | 9
Cc1cc(C(=O)NCC(=O)OCC(=O)Nc2ccc(OC(F)F)cc2)ccc1[N+](=O)[O-] | -1% | 8% | -3% | -3 | -1% | 3% | -11% | 1% | -3% | ? | -15
CCOc1ccccc1Nc1nnc(SCC(=O)Nc2ccc3[nH]c(=O)[nH]c3c2)s1 | 0% | -9% | -6% | 6 | -2% | -2% | -17% | 0% | -8% | 5% | -2
CCCCn1c(N)c(N(CC(C)C)C(=O)c2cccc(S(=O)(=O)N3CCCCC3)c2)c(=O)[nH]c1=O | 1% | nt | nt | 1 | nt | -19% | 5% | -1% | 5% | nt | nt
O=c1c2ccccc2oc2cc(NCCCn3ccnc3)ccc12 | 1% | -12% | -4% | 2 | nt | -1% | 6% | -3% | nt | 33%[activator] | -1
CCc1cc(=O)oc2c(C)c(OCC(=O)N3CCCc4ccccc43)ccc12 | 3% | nt | -1% | -3 | 0% | -25% | ? | 7% | -3% | 2% | -12
c1ccc(-c2ccccc2OCCOCCN2CCCCC2)cc1 | 1% | -26% | -10% | 40 | 3% | -2% | ? | -7% | 7% | -4% | 19
O=c1oc2ccccc2c(N2CCC(c3ccccc3)CC2)c1[N+](=O)[O-] | 1% | 8% | -8% | 5 | 5% | 10% | ? | 4% | -4% | -3% | 5
COc1ccc(CCNC(=O)CCCc2ccccc2)cc1OC | 0% | -15% | nt | -9 | 0% | 7% | ? | -7% | -1% | -1% | 9
Cc1cc(Cl)ccc1OCC(=O)N/N=C1\CC2C=CCC12 (configuration not stated) | -2% | -6% | 5% | 34 | 1% | 3% | -1% | -8% | 6% | 9% | -5
COc1cc(/C=N/NC(=O)c2nonc2N)cc(OC)c1OC | 4% | -19% | nt | -8 | 10% | 0% | -1% | 1% | -3% | ? | -1
CCOC(=O)c1[nH]c2ccccc2c1N=CN(CC)CC | 2% | 11% | ? | 16 | -4% | -7% | -2% | 0% | 43%[activator] | 4% | -7
CN(CCOC(=O)c1cccc(Br)c1)C(C)(C)C | -1% | -2% | -4% | 19 | 2% | 1% | -4% | 3% | -3% | 1% | 2
O=C(CN(CC1CCCO1)C(=O)CNS(=O)(=O)c1ccc(F)cc1)NCC1CCCO1 (configuration not stated) | -1% | nt | nt | -3 | -1% | 6% | 1% | -10% | -1% | -1% | -4
O=C(O)c1cccc(Nc2ccncc2[N+](=O)[O-])c1 | 6% | -4% | nt | 3 | -4% | -1% | 4% | -2% | 0% | ? | 8
O=C(NC(=S)NCCN1CCOCC1)c1ccc(Cl)cc1 | 2% | -6% | -3% | -17 | nt | -2% | 0% | -5% | -1% | -11% | 3
O=C(O)c1ccc(S(=O)(=O)c2ccccc2C(=O)O)c([N+](=O)[O-])c1 | 2% | -26% | nt | -1 | 1% | -6% | ? | 1% | 4% | ? | -27
COc1ccc(/C=C2\SC(=O)N(CC(=O)NNC(=O)c3ccccc3O)C2=O)cc1 | -23% | ? | -3% | 4 | 2% | -2% | 3% | 4% | -2% | nt | -4
CCOc1ccc(N/C(N)=N/c2nc(CSc3nnnn3-c3ccccc3)cc(=O)[nH]2)cc1 | 14% | nt | 2% | 0 | -2% | -28% | 0% | -10% | -3% | 1% | 18
COc1ncnc2c1oc1nc(C)c3c(c12)CC(C)(C)OC3 | 2% | nt | -8% | -3 | -1% | 14% | -2% | 1% | 1% | nt | -5
Cc1nc(CN(C)C(=O)CC2C(=O)NCCN2Cc2ccc(-c3ccccc3)cc2)cs1 (configuration not stated) | 0% | nt | 9% | -3 | 8% | ? | -19% | -12% | 9% | -5% | 5
O=C(Nc1nnc(SCc2ccc(Cl)cc2)s1)c1ccco1 | -1% | 19% | -1% | 11 | 1% | 13% | 6% | 1% | -2% | 17% | -5
Cc1cc(C(=O)N2CCCC2C(=O)O)c(C)o1 (configuration not stated) | 2% | -12% | -1% | -4 | 1% | 14% | 0% | 0% | 7% | -1% | 2
CC(NC(=O)CN(C)Cc1cccc(F)c1)c1ccccc1 (configuration not stated) | -3% | ? | nt | -10 | 2% | -5% | 0% | 13% | 5% | -8% | 2
O=[N+]([O-])c1ccc(Cl)c(/C=N/Nc2nc(N3CCOCC3)nc(N3CCOCC3)n2)c1 | -8% | 9% | -3% | -9 | -1% | 7% | ? | -1% | -2% | -16% | 26
COc1ccc2[nH]cc(CCNC(=S)NC3CCCC3)c2c1 | 0% | 4% | 0% | 4 | 6% | 7% | 6% | 5% | -2% | -10% | -3
Cc1ccc(-c2noc(CSc3ccccc3)n2)cc1 | 3% | 2% | 6% | 6 | 2% | 9% | ? | -4% | 1% | -2% | 19
O=[N+]([O-])c1ccccc1CN1CCN(c2ncccn2)CC1 | -1% | ? | 8% | 3 | 0% | 8% | 6% | 5% | -3% | 7% | 7
Cc1cccc(-n2ncc3c2CCCC3NC(=O)CCCN2CCCCC2=O)c1C (configuration not stated) | 3% | nt | 0% | -7 | -4% | -1% | -2% | -2% | nt | 2% | -4
CCCN(CC(=O)Nc1ccccc1OC)C(=O)C1=COCCO1 | 0% | nt | nt | 12 | nt | -7% | 2% | 0% | 0% | nt | 25
N#Cc1c(-c2ccc(C(F)(F)F)cc2)cc(-c2ccccc2)[nH]c1=S | 0% | -11% | 4% | 47 | 0% | -18% | 0% | 1% | 0% | nt | 2
Cc1ccc(-n2cc(CN3CCNC(=O)CC3)c(-c3ccc(F)cc3)n2)cc1 | 2% | nt | 0% | -4 | 3% | 3% | -1% | 5% | -2% | 4% | 6

Compound profiles, as listed above. Order of values: USP2a block, Menin-MLL TR inh, PKM2 activator, hERG WT inh, GALK inhibitor, Eya2 inh, BCR signal inh, Mito fusion yeast, S-ASM inh, MBNL1-CUG inh, TSHR antag
O=C(O)c1cccc(Nc2ccncc2[N+](=O)[O-])c1 in the list: 6%, -4%, nt, 3, -4%, -1%, 4%, -2%, 0%, ?, 8
O=[N+]([O-])c1ccccc1CN1CCN(c2ncccn2)CC1 in the list: -1%, ?, 8%, 3, 0%, 8%, 6%, 5%, -3%, 7%, 7

Screening results from PubChem.

A portion of the library, so the mix of outcomes need not match the whole.
